PGC1a acetyl inh: inhibitors of PGC1a acetylation signal, primary screen, cell-based, U2OS, AlphaScreen, inhibitor mode | AlphaScreen anti-acetyl-lysine; with virally co-expressed GCN5 acetyltransferase | inhibition, % at 15.6 µM | 0.17% of 350,000 active | AID 651687, 2012;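 active means every replicate shows inhibition of at least 40%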;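 further: 0% = neutral control wells and 100% = positive control wells; some results beyond the cut were filed as inactive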
PAX8 inh HTS: inhibitors of PAX8-driven TPO luciferase reporter, primary screen, RMG-I cells, single concentration; inhibition, % at 12.6 µM; SteadyGlo, 24 h; AID 652154, 2013; 1.2% of 360,000 active;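 active means mean replicate inhibition at least 60% with every replicate also reaching 60%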;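 further: luciferase light reporting Pax8 driven TPO promoter activity; plate controls were median of neutral control wells for no effect and mitoxantrone controls for full effect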
C2C12 statin: suppressors of statin myotoxicity in C2C12 myotubes, primary screen, cell-based, single point, plate reader; C2C12 myotubes + simvastatin, ATP luminescence, 48 h; scaled: DMSO 0, geranylgeraniol control 100; rescue of ATP level, % at 7.49 µM; 0.78% of 330,000 active;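 active means mean ATP rescue above about 67%, or every replicate alone reaching that limit, limit read from the data, passing the limit was not always enough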;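 further: myotubes were challenged with 10 µM simvastatin during compound exposure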
GSIS activator: GLuc luminescence reporter in INS-1E cells, primary screen for activators of glucose-dependent secretion of insulin | INS-1E GLuc reporter insulin secretion, 2-3 h | activation, % at 16.6 µM | 0.61% of 370,000 active;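 active means lowest replicate activation of at least 40%, so every replicate reaches that level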;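 further: 0% = median of neutral control wells and 100% = median of IBMX positive control wells; some compounds called inactive have numbers as strong as hits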
Cneo AK release: Cryptococcus neoformans cell lysis inducers, primary screen, AK release luminescence, single concentration. lysis activity, % at 15 µM. AID 651654, 2012. C. neoformans lysis, adenylate kinase release luminescence, 4 h; normalised: neutral wells 0, clomiphene wells 100. 0.2% of 360,000 active;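 active means mean lysis activity across replicates of at least 80%, whatever share of replicates individually reach that level; inactive means mean lysis activity below 80%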
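Material – Cryptococcus neoformans yeast cells · Quantity – 5 × 10^6 yeast cells/mL · Buffer or medium – YPD medium · Compound – single dose · Timing – 4 h static compound exposure, 37 °C, read 1 h post-reagent · Signal – adenylate kinase release luminescence · Read-out basis – lysis from increased AK signal · Benchmarks – Clomiphene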
LGR2 antag: inhibitors of bursicon-induced LGR2 CRE-luciferase signal, primary screen, cell-based, HEK293, CRE-luciferase reporter, bursicon stimulation; inhibition, % at 9.99 µM; 0.35% of 380,000 active; bursicon-stimulated, 4 h;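 active means drop in luminescence signal, shown as inhibition above about 50% in the replicate tests, limit read from the data, passing the limit was not always enough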;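 further: agonist challenge used bursicon conditioned medium at about half maximal strength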
PglD DTNB: C. jejuni PglD acetyltransferase inhibitors, primary screen, biochemical, DTNB colorimetric, single point. purified PglD enzyme, DTNB colorimetric CoA detection. inhibition, % at 12.5 µM. 0.098% of 360,000 active. UDP-N-acetylbacillosamine N-acetyltransferase PglD (Campylobacter jejuni); in the data active means inhibition above about 16%, passing the limit was not always enough; further: strong numbers were not always called active
ARNT-TACC3 inh: disruptors of ARNT/TACC3 protein interaction, primary screen, biochemical, AlphaScreen, single concentration. AlphaScreen His-ARNT PAS-B/GST-TACC3 binding, luminescence; TACC3 fragment carries E629A point mutation. AID 623870, 2012. Transforming acidic coiled-coil-containing protein 3 (Homo sapiens), Q9Y6A5. inhibition, % at 9.99 µM. 0.66% of 390,000 active;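 active means mean inhibition of replicates at least 50% and at least half of replicates each reaching 50%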;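 further: 0% = complete ARNT plus TACC3 wells and 100% = ARNT alone without TACC3; many hits fall short of the cut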
An asterisk follows results filed as active; / = no result given; & = joins results of further samples.

Fields: PGC1a acetyl inh, PAX8 inh HTS, C2C12 statin, GSIS activator, Cneo AK release, LGR2 antag, PglD DTNB, ARNT-TACC3 inh
[1] CO[C@@H]1CN(C)C(=O)c2ccc(NS(=O)(=O)c3ccc(C)cc3)cc2OC[C@@H](C)N(C)C[C@@H]1C
→ /, -2, 4, 10, 0, 0, -3, 16
[2] Cc1cc(C)n2cc(CSc3nnnn3-c3ccc(Cl)cc3)nc2n1
→ -7, /, 4, /, 3, /, 3, -1
[3] O=[N+]([O-])c1ccc(N=Nc2ncc[nH]2)cc1
→ /, 74*, 22, -5, 7, 31, -2, -1
[4] COCCn1c(C)cc(C(=O)CSc2cc(C)c3ccc(OC)cc3n2)c1C
→ -5, -1, /, -12, -2, -10, 3, 0
[5] CSc1nc(C)cc(SCC(=O)N/N=C/c2ccccc2)n1
→ /, -9, /, -1, /, -7, /, 3
[6] C[C@H](NC(=O)C[C@@H]1CC[C@H]2[C@H](COc3ccc(NS(=O)(=O)c4ccc(Cl)cc4)cc3C(=O)N2C)O1)c1ccccc1
→ -2, 12, -169, -2, /, 3, /, /
[7] COc1ccc(CNC(=O)Nc2ccc3c(c2)c(=O)n(C)n3Cc2cccc(C(F)(F)F)c2)cc1
→ -13, -1, 2, 7, 3, 36, -2, /
[8] Cc1noc(C)c1S(=O)(=O)Nc1cccc2c1O[C@@H](CN(C)C)[C@@H](C)CN([C@H](C)CO)C2=O
→ 1, -14, -8, 10, 1, -11, 0, -6
[9] CC1(C(=O)NS(=O)(=O)c2cccc(F)c2)CCN1C(=O)Cc1cccc2ccccc12 (configuration not stated)
→ /, 8, 0, 11, 3, 32, -3, /
[10] Cc1ccc(-n2nc3c(=O)n(CC(=O)NC(C)CCc4ccccc4)nc(C)c3c2C)cc1 (configuration not stated)
→ -7, /, 5, /, 6, /, 1, -8
[11] Cc1cc(N2CCCC2)ccc1NC(=O)CN1C(=O)NC2(CCCCC2)C1=O
→ 1, -1, -11, 9, /, -4, 4, 1
[12] O=S(=O)(c1ccc(F)cc1)N1C[C@H]2[C@@H](c3ccccc31)[C@H](CO)N2Cc1ccc2c(c1)OCO2
→ -20, 14, 49, 12, 8, 8, -1, 5
[13] COc1ccc(CN2CCN(Cc3ccc4cc(F)ccc4n3)CC2CCO)c(C)c1C (configuration not stated)
→ -15, 36, 5, -21, -1, 3, 7, -6
[14] C[C@@H]1CN([C@@H](C)CO)C(=O)c2ccccc2-c2ccccc2CO[C@H]1CN(C)S(=O)(=O)c1ccc(F)cc1
→ 0, /, /, -17, -2, -6, 0, 4
[15] Cc1c2ccccc2cc(Cc2ccccc2)[n+]1C
→ 2, 30, 16, -7, -6, 6, 2, -6

Additional compounds follow.
Fields: PGC1a acetyl inh, PAX8 inh HTS, C2C12 statin, GSIS activator, Cneo AK release, LGR2 antag, PglD DTNB, ARNT-TACC3 inh
[16] Cc1ccc(CNC(=O)C2CCCN(S(=O)(=O)c3cccnc3)C2)cc1 (configuration not stated)
→ -9, /, 17, /, 0, /, 6, -5
[17] Cc1ccc(N2C(=O)N(CC(=O)Nc3c(C)cc(C)cc3Cl)C(=O)C2C)cc1 (configuration not stated)
→ /, 1, /, 1, /, 28, /, -2
[18] CCN(CC)S(=O)(=O)c1cc(C(=O)NCCN2CCOCC2)ccc1Cl
→ /, 6, -3, -1, -1, 21, -4, -12
[19] Cc1cc(=O)oc2cc(NC(=O)c3cc([N+](=O)[O-])ccc3N3CCOCC3)ccc12
→ /, 37, /, 27, /, -4, /, 7
[20] O=C1C2C3CCC(O3)C2C(=O)N1c1cccc(O)c1 (configuration not stated)
→ /, 25, 2, -13, 0, -4, 3, -2
[21] COc1ccc(S(=O)(=O)N2CCOCC2)cc1C(=O)NCC(c1ccccc1)c1ccccc1
→ 13, 20, 12, -2, 2, -18, 0, -2
[22] CCOc1ccc(OCCSc2nnnn2-c2ccccc2)cc1
→ -29, -12, 15, /, 0, /, 5, -5
[23] CCS(=O)(=O)Nc1cc2c3c(c1)CCC(=O)N3CCC2
→ 6, -14, 9, 12, 6, -11, 4, 16
[24] O=C(Cc1ccc(Cl)cc1)Nc1cc(S(=O)(=O)N2CCOCC2)ccc1N1CCCC1
→ 5, 10, /, -3, /, -8, /, -2
[25] C[C@H](CO)N1C[C@H](C)[C@H](CN(C)C(=O)C2CCOCC2)Oc2cc(C3=CCCC3)ccc2S1(=O)=O
→ -6, -40, 25, -9, -5, 24, 0, 35
[26] Cc1ccc(S(=O)(=O)N2C[C@H]3[C@H]4C(=O)N(C5CCCCC5)C(=O)[C@H]4CC(=O)[C@H]3[C@@H]2c2cccc3ccccc23)cc1
→ -13, -4, -2, 7, -5, -4, 1, /
[27] O=C(Nc1nc2ccc(F)cc2s1)c1ccc(N2CCCC2=O)cc1
→ -3, -43, 3, 8, 0, -17, 3, -3
[28] O=C1CCN(CCCN2CCC(=O)N(Cc3ccccc3)C2=S)C(=S)N1Cc1ccccc1
→ /, -15, /, -30, 0, -4, 5, /
[29] COc1cc(NC(C)CCCN)c2ncccc2c1Oc1ccccc1 (configuration not stated)
→ /, 11, /, -34, /, -1, /, 25
[30] CC(=O)c1ccc(NC(=O)NC2CC(=O)N(c3ccc4c(c3)OCCO4)C2)cc1 (configuration not stated)
→ /, -26, /, -2, /, 4, /, -6

Other structures follow.
Fields: PGC1a acetyl inh, PAX8 inh HTS, C2C12 statin, GSIS activator, Cneo AK release, LGR2 antag, PglD DTNB, ARNT-TACC3 inh
[31] Cc1[nH]n(-c2ccccc2)c(=O)c1C1(C(F)(F)F)C(=O)N(c2ccc(F)cc2)C2=C1C(=O)CC(C)(C)C2 (configuration not stated)
→ /, /, 14, -8, 3, 4, -2, 1
[32] COC(=O)C1CCN(C(=O)COC(=O)CNC(=O)c2ccc(Cl)cc2Cl)CC1
→ -3, 6, -4, 7, 1, -11, 6, /
[33] O=C(CONS(=O)(=O)c1ccc(Cl)cc1)NCCNc1ncc(C(F)(F)F)cc1Cl
→ /, 13, /, -14, /, 0, /, 1
[34] Cc1ccc(-c2noc(CCC(=O)Nc3cccc(C#N)c3)n2)cc1
→ 0, /, 0, /, 3, /, 0, -4
[35] CCOC(=O)C1=C(COC(=O)CNC(=O)c2cc(OC)c(OC)c(OC)c2)NC(=O)NC1C (configuration not stated)
→ /, -4, /, 17, -3, -2, 1, -6
[36] C#Cc1ccc([C@H]2C=C(C(=O)O)O[C@@H](OCc3ccc(CO)cc3)C2)cc1
→ /, -11, 5, 0, 1, -9, -3, 1
[37] CC(=O)Nc1ccc2oc(-c3ccccc3)nc2c1
→ /, -64, /, 17, /, 14, /, -6
[38] C[C@@H]1CN([C@H](C)CO)C(=O)c2cc(/C=C/c3ccccc3)cnc2O[C@H]1CN(C)C(=O)NC1CCCCC1
→ -17&-11&-5, 8&12, 14&-3&39, -11&-31, 1&2&2, 14&-18, -4&2&4, -2&4
[39] C[C@H]1CN([C@@H](C)CO)C(=O)c2cc(C3=CCCC3)cnc2O[C@@H]1CN(C)C(=O)c1ccc2c(c1)OCO2
→ -1, 11, 11, -10, -4, 6, 1, -6
[40] C[C@@H]1CN([C@@H](C)CO)S(=O)(=O)c2ccc(C#CCC3CCCC3)cc2O[C@@H]1CN(C)C(=O)c1cnccn1
→ -1, /, -124, -14, -5, 3, -1, -5
[41] CO[C@@H]1CN(C)C(=O)c2cc(NC(=O)Nc3cccc(F)c3)ccc2OC[C@H](C)N(C(=O)Nc2c(C)noc2C)C[C@H]1C
→ -10, 8, -16, -4, -3, -14, -2, -11
[42] C[C@H]1CN([C@@H](C)CO)C(=O)CCCn2cc(nn2)CO[C@H]1CN(C)C(=O)Nc1cccc(C(F)(F)F)c1
→ 5, /, -4, 3, 41, 3, 2, -16
[43] CN(C)S(=O)(=O)c1ccc(N2CCCC2)c(C(=O)NCC2CCCO2)c1 (configuration not stated)
→ /, -9, 22, 4, -1, -9, -1, 2
[44] CCOc1cc(CNC2CCCC2)ccc1OCc1ccccc1Cl
→ -19, 20, -223, -32, -3, -12, -3, 1
[45] CC1=NN(C(N)=S)C(=O)C1N=Nc1ccc([N+](=O)[O-])cc1 (configuration not stated)
→ 6, /, -6, 7, 1, -9, -4, -2

Arranged by number of heavy atoms (falling): part of the list above
Fields: PGC1a acetyl inh, PAX8 inh HTS, C2C12 statin, GSIS activator, Cneo AK release, LGR2 antag, PglD DTNB, ARNT-TACC3 inh
[41] CO[C@@H]1CN(C)C(=O)c2cc(NC(=O)Nc3cccc(F)c3)ccc2OC[C@H](C)N(C(=O)Nc2c(C)noc2C)C[C@H]1C
→ -10, 8, -16, -4, -3, -14, -2, -11
[40] C[C@@H]1CN([C@@H](C)CO)S(=O)(=O)c2ccc(C#CCC3CCCC3)cc2O[C@@H]1CN(C)C(=O)c1cnccn1
→ -1, /, -124, -14, -5, 3, -1, -5
[39] C[C@H]1CN([C@@H](C)CO)C(=O)c2cc(C3=CCCC3)cnc2O[C@@H]1CN(C)C(=O)c1ccc2c(c1)OCO2
→ -1, 11, 11, -10, -4, 6, 1, -6
[35] CCOC(=O)C1=C(COC(=O)CNC(=O)c2cc(OC)c(OC)c(OC)c2)NC(=O)NC1C (configuration not stated)
→ /, -4, /, 17, -3, -2, 1, -6
[33] O=C(CONS(=O)(=O)c1ccc(Cl)cc1)NCCNc1ncc(C(F)(F)F)cc1Cl
→ /, 13, /, -14, /, 0, /, 1
[30] CC(=O)c1ccc(NC(=O)NC2CC(=O)N(c3ccc4c(c3)OCCO4)C2)cc1 (configuration not stated)
→ /, -26, /, -2, /, 4, /, -6
[32] COC(=O)C1CCN(C(=O)COC(=O)CNC(=O)c2ccc(Cl)cc2Cl)CC1
→ -3, 6, -4, 7, 1, -11, 6, /
[36] C#Cc1ccc([C@H]2C=C(C(=O)O)O[C@@H](OCc3ccc(CO)cc3)C2)cc1
→ /, -11, 5, 0, 1, -9, -3, 1
[29] COc1cc(NC(C)CCCN)c2ncccc2c1Oc1ccccc1 (configuration not stated)
→ /, 11, /, -34, /, -1, /, 25
[44] CCOc1cc(CNC2CCCC2)ccc1OCc1ccccc1Cl
→ -19, 20, -223, -32, -3, -12, -3, 1
[45] CC1=NN(C(N)=S)C(=O)C1N=Nc1ccc([N+](=O)[O-])cc1 (configuration not stated)
→ 6, /, -6, 7, 1, -9, -4, -2
[37] CC(=O)Nc1ccc2oc(-c3ccccc3)nc2c1
→ /, -64, /, 17, /, 14, /, -6
